GlmU inhibition: inhibition of mycobacterial GlmU enzyme – biochemical, glucosamine-1-phosphate acetyltransferase (AID 1376). M. tuberculosis GlmU acetyltransferase enzyme assay; higher % means a stronger effect. inhibition, %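 (tested at 30 µM in the primary screen)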, or IC50 in µM where a hit was titrated. actives 0.25% (n = 220,000); in the data active = inhibition above about 13%; inconclusive = no clear call, values can overlap the other calls;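 note: 0% = complete reaction with vehicle and 100% = reaction without substrate; strong numbers were not always called active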
Mtb RmlCD inh: inhibitors of Mycobacterium tuberculosis RmlC and RmlD coupled enzymes | RmlC+RmlD coupled enzyme assay, percent inhibition; primary screen in compound mixtures | inhibition, % at 3.6 µM | actives 0.03% (n = 160,000) | AID 1533; in the data active = inhibition mostly above about 34%, no sharp cut-off; inconclusive = no clear call, values can overlap the other calls; inactive = mostly below about 22%; note: some results filed as inactive read as strong as hits
Target sequence (P9WH09 whole entry, looked up): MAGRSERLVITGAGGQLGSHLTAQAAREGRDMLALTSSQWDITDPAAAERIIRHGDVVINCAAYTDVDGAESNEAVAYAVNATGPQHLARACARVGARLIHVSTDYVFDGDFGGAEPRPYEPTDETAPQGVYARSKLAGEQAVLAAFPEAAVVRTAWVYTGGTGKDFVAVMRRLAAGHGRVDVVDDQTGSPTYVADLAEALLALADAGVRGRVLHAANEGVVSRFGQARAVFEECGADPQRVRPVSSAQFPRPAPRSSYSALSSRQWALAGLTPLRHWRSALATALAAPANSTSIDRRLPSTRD
Target sequence (P9WH11 whole entry, looked up): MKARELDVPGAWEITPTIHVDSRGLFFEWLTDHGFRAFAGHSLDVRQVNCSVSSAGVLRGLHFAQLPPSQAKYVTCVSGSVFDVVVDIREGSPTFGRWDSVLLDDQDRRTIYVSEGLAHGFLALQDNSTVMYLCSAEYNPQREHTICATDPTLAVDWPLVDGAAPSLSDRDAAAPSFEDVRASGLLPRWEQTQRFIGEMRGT
Active calls of the source: *; u = inconclusive; x = not tested or not shown. A portion of the library; the hit share may differ from the screen's.

SMILES	GlmU inhibition	Mtb RmlCD inh
CC(C)CCNC(=O)c1ccc2c(c1)ncn2C1CCCC1	-8.2%	x
O=C(NC(=S)Nc1ccc(CN2CCOCC2)cc1)c1ccc2c(c1)OCCO2	1.4%	-7.0
COc1ccc(NC(C)=O)cc1NC(=O)c1cccc(C(F)(F)F)c1	-0.4%	5.4
COc1ccc(C(=O)Nc2ncc(C)s2)cc1S(=O)(=O)N1CCCC1	-4.1%	-2.5
CC(=O)NC1=NN(C(C)=O)C2(S1)C(=O)N(C(C)C)c1ccc(C)cc12 (stereo not given)	3.7%	-11.2
CCC(C)C(=O)Nc1c2c(nc3c1CCC3)CCCC2 (stereo not given)	-4.1%	x
c1coc(-c2nn3c(Cn4nnc5ccccc54)nnc3s2)c1	4.0%	-12.3
O=C(COC(=O)c1ccc[nH]c1=O)c1ccc(Cl)s1	-3.0%	12.6
CCN(Cc1ccccc1)c1ccc(/C=N/NC(=S)NC(C)C)cc1	0.8%	7.8
CC(=O)Oc1cc(OC(C)=O)c2c(C)cc(=O)oc2c1	-0.5%	13.6
COc1ccccc1CN1C[C@@H]2C[C@@H](C3=Cc4cccc(OC)c4OC3)N3CCC[C@@]23C1=O	0.1%	x
COc1cc(OC)cc(C(=O)N[C@H](C(=O)N2CCc3ccccc32)C(C)C)c1	-1.2%	-11.5

Next part (2 carried over from the part before).
SMILES	GlmU inhibition	Mtb RmlCD inh
COc1ccccc1CN1C[C@@H]2C[C@@H](C3=Cc4cccc(OC)c4OC3)N3CCC[C@@]23C1=O	0.1%	x
COc1cc(OC)cc(C(=O)N[C@H](C(=O)N2CCc3ccccc32)C(C)C)c1	-1.2%	-11.5
O=C(O)c1cc(-c2cccc([N+](=O)[O-])c2)nc2ccccc12	0.5%	19.9
CCCN1CCN(C(=O)Cn2ncc3ccccc32)CC1	4.3%	3.8
CC(=O)c1cccc(NC(=O)COC(=O)c2ccc3c(c2)OCCO3)c1	1.1%	3.7
Cc1ccccc1C(=O)NCCN=C1NS(=O)(=O)c2ccccc21	2.4%	7.6
CCN(CC)C(=O)CC(c1ccc(OC)cc1)c1c(O)cc(OC)cc1OC (stereo not given)	11.4%	-5.6
CSc1ccc(C#N)cc1NC(=O)c1cccnc1Cl	-4.7%	-6.6
O=C(c1ccccn1)c1cc2ccccc2n1S(=O)(=O)c1ccccc1	0.7%	x
CSc1nc(Cl)c(C#N)c(-c2ccc(C)cc2)n1	1.3%	x
CC(C)NC(=O)COC(=O)c1cccc(NS(=O)(=O)/C=C/c2ccccc2)c1	4.3%	-4.0
CCS(=O)(=O)c1ccc(-c2csc(-c3ccccc3Cl)n2)c(Cl)c1Cl	-1.0%	5.4
COc1cc(S(=O)(=O)N2CCCCC2)ccc1NC(=O)Cc1ccccc1	1.7%	x
CCC(NC(C)C)C(O)c1ccc(O)c(O)c1 (stereo not given)	3.4%	x
Cc1ccc2nc(C)c3c(c2c1)OC(C(C)(Cl)Br)C3 (stereo not given)	-2.1%	x
Cn1c(Cn2nnc3ccccc32)nnc1SCC(=O)Nc1nccs1	5.1%	10.9
CCC(C)c1ccc(NC(=O)c2cccnc2)cc1 (stereo not given)	4.0%	x
Cc1cc(OCCNCCO)cc(C)c1Cl	-2.9%	-9.8
O=C1CCOc2cc(OCc3ccccc3)ccc21	0.7%	x
CC(C(=O)N1CCCc2c1c(=O)oc1ccc(O)cc21)N1CCc2ccccc2C1 (stereo not given)	0.3%	8.0
CSc1ncc(-c2ccccc2)cn1	-0.2%	6.1
CC1=NN(c2ccccc2)C(=O)C1(C)[N+](=O)[O-] (stereo not given)	1.8%	5.5
CCOC(=O)N1CCN(C(=O)C2CCCN(S(=O)(=O)c3ccc(C)cc3)C2)CC1 (stereo not given)	2.5%	6.7
CC(C)(C)C1CCC(C(=O)OCC(=O)Nc2ccc3[nH]c(=O)[nH]c3c2)CC1 (stereo not given)	3.0%	5.0
COc1ccccc1NC(=O)Nc1ccc(Cl)c(S(=O)(=O)Nc2ccccc2OC)c1	-0.2%	-3.6
Cc1ccc(NC(=O)N2C(=O)C3(OCCO3)c3ccccc32)cc1	2.7%	x
Cc1ccc(C(=O)Nc2ccccc2C(=O)NC(Cc2ccccc2)C(=O)O)cc1 (stereo not given)	4.5%	2.1
Cc1nn(Cc2ccccc2Cl)c(Cl)c1C(=O)OCC(=O)NC(=O)NC1CCCCC1	2.5%	30.5
Cc1ccccc1NC(=O)COc1ccc2oc(=O)cc(C)c2c1	5.1%	3.1
Cn1nc(CC(=O)NCc2ccc(C(F)(F)F)cc2)c2ccccc2c1=O	-2.0%	0.5
CCCO/N=C1/C(=O)N(c2ccccc2)c2ccccc21	-0.3%	2.1
CCOC(=O)c1[nH]c(COC(=O)CCCOc2ccccc2)c(C(=O)OCC)c1C	8.5%	x
COc1ccccc1CN1CCCC(C(=O)N2CCCCC2)C1 (stereo not given)	7.2%	-8.4
O=C(C1=C[C@@H](c2ccc(Br)cc2)C[C@@H](OCCCCO)O1)N1CCN(Cc2ccc3c(c2)OCO3)CC1	-0.3%	x
COc1ccc(NC(=O)Cc2c[nH]c3ccccc23)cc1S(=O)(=O)N1CCOCC1	-0.2%	-10.2
CS(=O)(=O)N(CC(=O)N1CCN(Cc2ccccc2)CC1)c1ccc2c(c1)OCCO2	-0.5%	3.6
Cc1cccc(NC(=S)NC(C)C(c2ccccc2)N2CCN(C)CC2)c1C (stereo not given)	1.1%	x
O=C1C2CCCN2C(c2ccccc2)N1c1ccc(F)cc1 (stereo not given)	7.1%	65.5
Cc1[nH]c2ccccc2c(=O)c1CN1CCCCC1	3.0%	-12.6
O=C(c1ccc(Cn2c(=O)[nH]c3ccccc3c2=O)cc1)N1CCN(c2ccccn2)CC1	4.4%	-4.3
O=C(COc1ccccc1-c1ccccc1)N/N=C/c1cccnc1	-1.1%	2.4
COc1cccc(N2C(=O)N(c3ccccc3Cl)C3CS(=O)(=O)CC32)c1 (stereo not given)	3.8%	x
Cc1ccc(S(=O)(=O)Nc2ccccc2C=Nc2cccc(C)c2C)cc1	-3.5%	61.1
Cc1ccc(S(=O)(=O)N2CCN(S(=O)(=O)c3ccc4c(c3)OCCO4)CC2)cc1	0.9%	-1.8
Cc1ccc2nc(NC(=O)C3CCCN3C(=O)OC(C)(C)C)sc2c1 (stereo not given)	-1.6%	-1.5
Cc1ccc(Oc2nc(CN3CCOCC3)nc3sc4c(c23)CCC(C)C4)cc1C (stereo not given)	-1.9%	0.6
COc1ccc(C2=NN(C(=O)CCC(=O)O)C(c3cccs3)C2)cc1OC (stereo not given)	2.0%	-7.4
NC(=O)CCNC(=O)c1ccc(Cl)cc1	2.1%	7.6
C=C(CCC(=O)c1ccccc1)C(=O)c1ccccc1	-1.4%	8.5
O=C(Nc1cnn(Cc2ccc(F)cc2)c1)c1cnccn1	2.8%	0.8
COCCNC(=O)COc1ccc(Oc2ccccc2)cc1	1.7%	x
Cc1cccnc1-n1c(CN2C(=O)c3ccccc3C2=O)nc2ccccc2c1=O	u	3.4
CCNc1nc(NCC)n2c(SC(C(=O)Nc3cc(C)ccc3OC)c3ccccc3)nnc2n1 (stereo not given)	-1.2%	-10.0
Cn1ccs/c1=N\S(=O)(=O)c1ccc(C(C)(C)C)cc1	3.9%	x
CC(C)N(CC#CCC(O)(c1ccccc1)c1ccccc1)C(C)C	1.5%	50.1
Cc1ccc(C)c(-n2nnnc2Sc2nc([N+](=O)[O-])nn2C)c1	-0.1%	7.5
O=C(OCC(=O)N1CCN(c2ccccc2)CC1)c1ccc2ncsc2c1	2.8%	x
CC1(C(O)(C#CC[N+]2(C)CCCCC2)c2ccccc2)CCCC1 (stereo not given)	7.0%	5.4
OCc1ccccc1CNCc1ccccc1	-1.3%	-1.4
O=S(=O)(Nc1ccc(-n2cnnn2)cc1)c1ccc(F)c(F)c1F	-5.3%	1.7
O=C(O)C1C2CC2CN1C(=O)c1ccc(Cl)cc1Cl (stereo not given)	4.4%	x
COc1cccc(CC(=O)Nc2ccccc2C(=O)N2CCOCC2)c1	5.2%	-10.1

Given in CSV form: five of the compounds above.
canonical_smiles,GlmU inhibition,Mtb RmlCD inh
Cc1cccnc1-n1c(CN2C(=O)c3ccccc3C2=O)nc2ccccc2c1=O,u,3.4
CCNc1nc(NCC)n2c(SC(C(=O)Nc3cc(C)ccc3OC)c3ccccc3)nnc2n1 (stereo not given),-1.2%,-10.0
Cn1ccs/c1=N\S(=O)(=O)c1ccc(C(C)(C)C)cc1,3.9%,x
CC(C)N(CC#CCC(O)(c1ccccc1)c1ccccc1)C(C)C,1.5%,50.1
Cc1ccc(C)c(-n2nnnc2Sc2nc([N+](=O)[O-])nn2C)c1,-0.1%,7.5

Continued:
SMILES	GlmU inhibition	Mtb RmlCD inh
COc1cc(NC(=S)NCCCN(C)C)c(OC)cc1NC(=O)c1ccco1	5.5%	-11.3
CCOC(=O)C1=C(C)NC(=O)NC1c1ccc(N(C)C)cc1 (stereo not given)	-3.9%	x
CCC(C)(C)n1nnnc1C(C(C)C)N1CCSCC1 (stereo not given)	1.0%	x
Cc1ccc(Sc2nc(-c3ccccc3)ccc2C#N)cc1	-0.7%	4.8
CCOc1ccc(/C=C/C2=NNC(=O)CC2)cc1	-0.8%	x
CC(C)=CCc1c(O)cc2c(c1O)C(=O)CC(c1ccc(O)cc1)O2 (stereo not given)	-3.7%	x
CCC(CC)C(=O)c1c[nH]c(C(=O)N2CCN(c3ccc(OC)cc3)CC2)c1	-0.2%	1.9
COc1ccc(C(=O)COC(=O)CNC(=O)c2cccc(OC(F)F)c2)cc1	-3.7%	4.6
COc1ccc(NC(=O)CSc2ccc3c4c(cccc24)C(=O)c2ccccc2-3)cc1	2.2%	x
CC1CCN(CCCn2c(=S)[nH]c3ccc(N4CCOCC4)cc3c2=O)CC1	-2.7%	-5.5
CCOc1ccc(-c2cc(C(=O)OC)nc3c2c(=O)n(C)c(=O)n3C)cc1	-2.3%	10.8
Cc1cccc(C)c1Nc1c(-c2ccccn2)nc2ccccn12	-2.3%	-7.9
O=C(c1cc(C(=O)NCc2ccccc2)c(=O)n(Cc2ccccc2)c1)c1cc(Br)ccc1O	2.6%	-7.8
C[C@H](NC(=O)CCCn1nnc2ccccc2c1=O)C(=O)O	-7.3%	5.5
C(=N\Nc1nc(-c2ccccn2)nc2ccccc12)/c1ccccc1	-1.1%	5.0
O=C(c1cccs1)N1CCN(CCCc2ccccc2)CC1	0.6%	x
CC1=C(C(=O)OC(C)C)C(C2CC=CCC2)NC(=O)N1 (stereo not given)	5.9%	-10.0
COc1cccc(C2=CC(=O)CC(c3ccco3)C2)c1 (stereo not given)	2.4%	x
COC(=O)c1ccc(NC(=O)CSc2nc(=O)cc(N)n2-c2ccccc2)cc1	-4.2%	9.8
CC(C)C(=O)NCc1cc(-c2ccc(Cl)cc2)no1	-3.2%	-5.8
O=C(c1n[nH]c2c1CCCC2)n1ccnc1	1.3%	4.2
O=C(COc1ccc(Br)cc1)Nc1ccncc1	4.0%	x
CC(=O)Nc1nc(=S)ss1	9.8%	-4.4
CC(C)Oc1ccc(CC2CCC(=O)N(C)C2=O)cc1 (stereo not given)	-5.9%	x
COc1cc(/C=C(/C#N)c2ccccc2)ccc1Oc1ccc([N+](=O)[O-])cn1	-2.1%	-2.0
COc1ccc(-c2nn(-c3ccccc3)cc2/C=N/N=C(N)N)cc1OC	-1.4%	-13.2
C=CCOC(=O)C1=C[C@@H](c2cn(C(C)=O)c3ccccc23)C[C@@H](OCCCCO)O1	0.6%	x
Nc1c(C(=O)NCc2ccco2)sc2nc(N3CCOCC3)c3c(c12)CCCC3	-0.6%	5.2
O=C(Nc1nnc(CCOCCOCCc2nnc(NC(=O)c3ccco3)s2)s1)c1ccco1	2.9%	x
Cc1cccc(Nc2ccccc2C(=O)O)c1C	-1.3%	x
COc1cc(/C=N/NS(=O)(=O)c2ccc3ccccc3c2)ccc1OCCN1CCOCC1	2.3%	-10.3
CCOC(=O)C(=CNc1ccc(Oc2cccnc2)nc1)C(=O)OCC	0.0%	-2.0
CCC1(C)COC(C)(CC(=O)NNC(=O)Nc2ccccc2)OC1 (stereo not given)	4.8%	x
O=c1nc(N2CCCCCC2)nc(N2CCCCCC2)[nH]1	0.1%	x
Cc1nc2c(-c3ccccc3)c(C)nn2c(N)c1-c1ccccc1	-2.6%	x
O=c1c2ccccc2nc(-c2ccccc2)n1-c1ccc(O)cc1	2.4%	x

Complete entries from above.
COc1ccc(-c2nn(-c3ccccc3)cc2/C=N/N=C(N)N)cc1OC in the list: GlmU inhibition: -1.4%; Mtb RmlCD inh: -13.2
Nc1c(C(=O)NCc2ccco2)sc2nc(N3CCOCC3)c3c(c12)CCCC3 in the list: GlmU inhibition: -0.6%; Mtb RmlCD inh: 5.2

Following part.
SMILES	GlmU inhibition	Mtb RmlCD inh
O=C(Nc1ccc(Cl)cc1)N1CC=CCC1	-5.9%	97.7
COc1ccc(CC(=O)OCC(=O)Nc2ccc(Cl)c(S(=O)(=O)N(C)C)c2)cc1	-2.2%	3.9
C=CCNC(=O)c1ccccc1NC(=O)c1ccccc1SC	1.6%	0.6
Cc1nc2c(Cl)c(C)nn2c2c1CCC2	-3.6%	-6.0
CC1(C)CC(NC(=O)c2sc3cc(Cl)ccc3c2Cl)CC(C)(C)N1	0.5%	3.7
O=C(NC1=NCCS1)C12CC3CC(CC(C3)C1)C2	-1.7%	x
O=C(Nc1cccnc1)c1c(O)c2c(n(Cc3ccccc3)c1=O)CCCC2	-3.8%	10.2
O=C(CCN1C(=O)c2ccncc2C1=O)Nc1cc(F)ccc1F	1.2%	-6.7
COc1ccc(CCNC(=O)C/C(C)=N/NC(=O)Cc2cccc3ccccc23)cc1OC	0.9%	4.3
O=C(CSc1oc(-c2cccs2)nc1S(=O)(=O)c1ccc(F)cc1)NCC1CCCO1 (stereo not given)	-4.2%	-0.1
CCCc1nc(SCC(=O)Nc2cc(C)on2)c2ccccc2n1	-2.7%	x

Bioassay records (PubChem BioAssay)
